RAD52 inh: blocks human RAD52 DNA annealing; P43351; recombinant RAD52 DNA annealing, FRET fluorescence; inhibition, % at 18.7 µM; actives 0.46% (n = 360,000); AID 651710;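 active = every replicate showing at least 50% inhibition; inconclusive = mean inhibition at least 50% but not in every replicate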
Target sequence (P43351 whole entry, looked up): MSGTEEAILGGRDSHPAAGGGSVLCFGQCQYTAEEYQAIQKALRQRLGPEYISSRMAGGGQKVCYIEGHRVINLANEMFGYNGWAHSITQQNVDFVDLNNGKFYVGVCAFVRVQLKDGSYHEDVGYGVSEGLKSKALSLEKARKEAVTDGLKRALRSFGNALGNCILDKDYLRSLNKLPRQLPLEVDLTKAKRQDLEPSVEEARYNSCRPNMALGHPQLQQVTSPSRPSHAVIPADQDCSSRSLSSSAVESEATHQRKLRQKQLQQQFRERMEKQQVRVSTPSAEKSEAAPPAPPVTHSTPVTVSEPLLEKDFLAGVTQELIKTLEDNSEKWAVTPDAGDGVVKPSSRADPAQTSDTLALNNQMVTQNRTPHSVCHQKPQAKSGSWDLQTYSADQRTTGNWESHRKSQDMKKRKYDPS
esBAF inh: blocks esBAF chromatin remodeling in mouse ES cells. Bmi1-luciferase knock-in reporter, 24 h; 100% = twice the neutral-well signal. reporter increase, % at 12.5 µM. actives 2% (n = 350,000). AID 602393; in the data active = activation above about 40%; inconclusive = no clear call, values can overlap the other calls;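 also: 0% = median of the plate's neutral control wells and 100% = double that signal; a rise in the Bmi1 reporter signal indicates esBAF inhibition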
PglD inh: blocks C. jejuni PglD acetyltransferase activity. inhibition, % at 12.5 µM. actives 0.098% (n = 360,000). AID 602405. purified PglD enzyme, DTNB colorimetric CoA detection; in the data active = inhibition above about 16%, passing the limit was not always enough; inconclusive = no clear call, values can overlap the other calls; also: strong numbers were not always called active
ERp5 inh: blocks human ERp5 reductase activity on insulin. Q15084. ERp5 insulin aggregation, absorbance 650 nm, 90 min. inhibition, % at 9.99 µM. actives 0.05% (n = 350,000). AID 651711;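 active = mean replicate inhibition above about 25%, with every replicate also reaching it, limit read from the data, passing the limit was not always enough; inconclusive = only one of those two criteria met; inactive = neither criterion met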
RAD54 inh: inhibitors of human RAD54 branch migration. Q92698. RAD54 Holliday junction branch migration, FAM/BHQ fluorescence. inhibition, % at 10.4 µM. actives 0.14% (n = 360,000);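 active = mean normalized replicate activity at least 40 and at least half of replicates scoring 40 or more; inconclusive = only one of the two criteria met; inactive = mean below 40 and under half of replicates reaching 40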;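 also: 0% = median of neutral control wells and 100% = median of positive control wells; inhibitors cause a drop in the FAM fluorescence signal; in these data hits start at about 50%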
ARNT-TACC3 inh: disruptors of human ARNT/TACC3 interaction; AlphaScreen His-ARNT PAS-B/GST-TACC3 binding, luminescence; TACC3 fragment carries E629A point mutation; inhibition, % at 9.99 µM; actives 0.66% (n = 390,000); Q9Y6A5;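 active = mean inhibition of replicates at least 50% and at least half of replicates each reaching 50%; inconclusive = half or more replicates reach 50% but mean below 50%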;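 also: 0% = complete ARNT plus TACC3 wells and 100% = ARNT alone without TACC3; many hits fall short of the cut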
E-sel inducer: induces E-selectin expression in human endothelial cells | actives 0.37% (n = 260,000) | HUVEC E-selectin immunofluorescence imaging; normalized: neutral wells 0, TNF-alpha wells 100 | P16581 | activation, % at 7.58 µM | AID 686992;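 active = mean E-selectin-positive cell signal at least 10% of the positive control, reached in at least 60% of replicates, without over 20% cell loss; inconclusive = no rule given, readout overlaps actives, possibly toxicity-flagged; inactive = the rest, including those meeting only one limit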;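 also: in these data hits start at about 27%; measured in HUVEC primary endothelial cells; signal is the percent of cells scored E-selectin positive by PE staining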
Target sequence (P16581 whole entry, looked up): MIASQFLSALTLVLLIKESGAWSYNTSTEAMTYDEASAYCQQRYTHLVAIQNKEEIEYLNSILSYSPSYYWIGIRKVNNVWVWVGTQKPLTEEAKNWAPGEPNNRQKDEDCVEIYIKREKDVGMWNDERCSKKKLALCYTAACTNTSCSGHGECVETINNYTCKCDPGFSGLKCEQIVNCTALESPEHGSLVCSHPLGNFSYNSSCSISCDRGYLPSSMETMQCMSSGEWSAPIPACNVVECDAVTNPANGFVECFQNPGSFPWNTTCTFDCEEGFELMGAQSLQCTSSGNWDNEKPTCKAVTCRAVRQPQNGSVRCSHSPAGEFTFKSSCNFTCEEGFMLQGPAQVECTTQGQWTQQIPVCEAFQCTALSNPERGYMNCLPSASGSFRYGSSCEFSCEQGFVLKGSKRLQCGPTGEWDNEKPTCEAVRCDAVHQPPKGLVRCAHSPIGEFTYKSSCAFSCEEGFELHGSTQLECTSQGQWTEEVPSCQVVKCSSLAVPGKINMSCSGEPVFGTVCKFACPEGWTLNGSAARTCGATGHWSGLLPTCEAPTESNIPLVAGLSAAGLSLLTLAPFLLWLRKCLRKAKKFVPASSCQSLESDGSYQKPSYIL
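Assay system: HUVEC primary endothelial cells. Input: 3,000 HUVEC seeded per well. Doses: one compound dose added by pin transfer. Read-out basis: % PE-positive cells. Benchmarks: TNF-alpha high, DMSO low. Detection: immunofluorescence imaging. Buffer or medium: EGM-2, gelatin.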
Casp6 inh: caspase-6 (human) enzyme inhibition. P55212. purified caspase-6, Z-VEID-R110 cleavage fluorescence. inhibition, % at 12.5 µM. actives 0.53% (n = 350,000). AID 686996;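 active = mean inhibition across replicates at least about 35%, with every replicate also reaching that limit, limit read from the data; inconclusive = only one of the two criteria met; inactive = neither criterion met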;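 also: 0% = median of neutral control wells and 100% = no fluorescence left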
Numbers without * were called inactive; ? = inconclusive; . = not tested or not shown.

SMILES | RAD52 inh | esBAF inh | PglD inh | ERp5 inh | RAD54 inh | ARNT-TACC3 inh | E-sel inducer | Casp6 inh
CC(C)OCC1CC(CC(=O)NC(=S)Nc2cccc([N+](=O)[O-])c2)C(=O)O1 (stereo unspecified) | -1.9 | -7.0 | 2.6 | -1.9 | 2.4 | 7.3 | . | 1.3
C[C@H]1CN([C@@H](C)CO)C(=O)c2cc(NC(=O)CCN3CCOCC3)ccc2O[C@@H]1CN(C)CC1CCCCC1 | -7.2 | -1.9 | -1.1 | 3.5 | 4.2 | . | 0.4 | -2.3
CN(C)S(=O)(=O)N1CCN(C(=O)c2cccc(Br)c2)CC1 | . | 4.4 | 3.7 | . | 6.8 | -2.7 | . | .
CCCn1c(N)c(N(CCOC)C(=O)c2ccc(N(C)S(=O)(=O)c3ccc(C)cc3)cc2)c(=O)[nH]c1=O | -11.9 | -3.7 | 2.3 | -1.9 | -3.7 | -4.3 | . | -1.8
O=C(Nc1ccc(S(=O)(=O)N2CCCC2)cc1)C1CC(=O)N(CCc2ccc(F)cc2)C1 (stereo unspecified) | -14.9 | -0.5 | 3.2 | -0.5 | -3.9 | . | . | -0.1
CO[C@H]1CN(C)C(=O)c2cc(NS(C)(=O)=O)ccc2OC[C@@H](C)NC[C@@H]1C | 0.5 | . | . | -2.9 | . | . | 0.0 | 0.5
CCC(=O)N[C@@H]1CC[C@H](CCn2cc(CN(C)C)nn2)O[C@H]1CO | -8.0 | -1.5 | -1.1 | -3.2 | -0.9 | 4.0 | -0.4 | 0.6
O=C(CSc1ccc2nnc(-c3cccnc3)n2n1)Nc1ccccc1 | -7.2 | . | -1.3 | -3.8 | 2.9 | 17.9 | 3.1 | -3.6
CC(C)NC(=O)CSc1nc(N)c(NC(=O)c2ccccc2F)c(=O)[nH]1 | -4.8 | . | . | 0.0 | . | -7.8 | -0.6 | -0.3
CC(C)(C)c1ccc(S(=O)(=O)N2CCC(CO)(CC3CCCCO3)CC2)cc1 (stereo unspecified) | -10.6 | . | . | 1.7 | . | -4.1 | . | -0.6
COc1ccc(C2(c3ccc(OC)cc3)NC(=O)N(CC(=O)Nc3cc(C)on3)C2=O)cc1 | -6.7 | 11.1 | 5.4 | -7.1 | 11.5 | 2.2 | 0.0 | 1.0
Cc1ccc(S(=O)(=O)N2CCN(CC(=O)Nc3ccc(N4CCOCC4)cc3)CC2)cc1C | -12.9 | . | 0.1 | 1.0 | 1.5 | 13.2 | . | -0.8
COc1ccc(N2C(=O)C3CCCN3C2=S)cc1 (stereo unspecified) | -6.1 | 2.4 | 4.1 | 0.4 | -7.7 | -4.0 | . | 0.2
CCOc1ccc(NC(=O)CN2C(=O)S/C(=C/c3cccn3C)C2=O)cc1 | -68.0 | . | . | 1.4 | . | 6.0 | . | 0.6
Cc1cc(CNC(=O)c2cccc([N+](=O)[O-])c2C)c2ccccc2n1 | -5.0 | 2.5 | -9.4 | 4.7 | -5.6 | -0.1 | ? | -5.3
COc1ccc2c(c1)CC/C(=C\c1ccc(C)o1)C2=O | -94.5 | 39.7 | -0.5 | 2.6 | -25.2 | 21.6 | . | 13.7
CC1CCCCC1NC(=O)COc1ncnc2sccc12 (stereo unspecified) | -21.1 | 3.5 | 3.7 | 3.2 | 2.7 | . | -0.5 | -3.3
Cc1c(NC(=O)C2Cc3ccccc3CN2C(=O)c2ccco2)c(=O)n(-c2ccccc2)n1C (stereo unspecified) | . | 0.0 | -3.9 | . | -0.8 | 5.6 | . | .
COc1ccccc1NC(=O)N[C@@H]1CC[C@@H](CC(=O)N[C@H](C)c2ccccc2)O[C@H]1CO | -2.2 | 1.4 | 1.5 | 0.9 | -7.2 | -16.1 | -0.4 | 0.6
Cc1ccc(N(CC(=O)NC(C)C)C(=O)CCC(=O)Nc2nccs2)cc1 | 9.6 | 1.6 | -0.3 | 3.0 | -10.1 | -8.0 | 1.1 | -1.4
CCOc1ccc(N(C)S(=O)(=O)c2cc(-c3cc(C)no3)ccc2C(C)C)cc1 | -26.1 | -6.2 | . | -10.7 | . | 1.3 | . | -1.1
CCN1CCN(c2cc(C)c3cc(NC(=S)NCc4cccs4)ccc3n2)CC1 | 50.3* | -2.3 | -2.1 | 9.2 | 36.9 | 14.2 | . | -10.8
Cn1c(O)c(C2=c3ccccc3=NC2=O)sc1=Nc1ccc(Cl)cc1 | . | 34.1 | -2.2 | . | 10.8 | -22.5 | . | .
O=C(Nc1ccc2c3c(cccc13)CC2)c1ccccc1 | 2.9 | 48.2* | 0.2 | -8.6 | -1.1 | . | . | 0.0
Cc1ccc(NC(=O)CSc2nnc(C)c(=O)[nH]2)cc1C | -24.0 | . | . | 4.0 | . | -3.8 | -0.7 | 0.1

Two entries picked at random from those above, as already listed:
SMILES | RAD52 inh | esBAF inh | PglD inh | ERp5 inh | RAD54 inh | ARNT-TACC3 inh | E-sel inducer | Casp6 inh
CCC(=O)N[C@@H]1CC[C@H](CCn2cc(CN(C)C)nn2)O[C@H]1CO | -8.0 | -1.5 | -1.1 | -3.2 | -0.9 | 4.0 | -0.4 | 0.6
CCOc1ccc(N(C)S(=O)(=O)c2cc(-c3cc(C)no3)ccc2C(C)C)cc1 | -26.1 | -6.2 | . | -10.7 | . | 1.3 | . | -1.1

esBAF inh: entries above that show a hit
mol	RAD52 inh	esBAF inh	PglD inh	ERp5 inh	ARNT-TACC3 inh	Casp6 inh
O=C(Nc1ccc2c3c(cccc13)CC2)c1ccccc1	2.9	48.2*	0.2	-8.6	.	0.0

Other structures follow:
SMILES | RAD52 inh | esBAF inh | PglD inh | ERp5 inh | RAD54 inh | ARNT-TACC3 inh | E-sel inducer | Casp6 inh
CCC1(c2ccc(Cl)cc2)NC(=O)N(CC(=O)N2CCN(C(=O)c3ccco3)CC2)C1=O (stereo unspecified) | -20.4 | -5.5 | -3.3 | 1.3 | -0.8 | -18.5 | . | 0.9
Cc1ccc(S(=O)(=O)N(C)C[C@@H]2Oc3ncc(C#CCN(C)C)cc3C(=O)N([C@H](C)CO)C[C@@H]2C)cc1 | -21.1 | 3.4 | 1.4 | 2.0 | -4.8 | -3.4 | -0.1 | -6.9
CCC1S/C(=N\S(=O)(=O)c2cccs2)N(C2CCCCC2)C1=O (stereo unspecified) | . | -4.1 | 0.4 | . | -7.7 | -5.3 | . | .
C/C=C/c1ccc2c(c1)O[C@@H](CN(C)C(=O)NC(C)C)[C@@H](C)CN([C@@H](C)CO)S2(=O)=O | 9.4 | 0.7 | 0.3 | 7.5 | 8.5 | -5.4 | -0.5 | 0.6
CC(=O)NC12CC3CC(C1)CC(C(=O)N(C)CC(=O)Nc1cccc(F)c1)(C3)C2 | -1.4 | 9.1 | -5.0 | -4.6 | -2.8 | -1.2 | 2.4 | -1.4
CN(Cc1ccccc1)C(=O)CCCn1c(=O)[nH]c2cc(Cl)ccc2c1=O | . | -1.5 | -1.6 | . | -1.2 | -2.7 | . | .
Cc1noc(C)c1S(=O)(=O)Nc1ccc2c(c1)C(=O)N([C@H](C)CO)C[C@@H](C)[C@@H](CN(C)C(=O)NC1CCCCC1)OCCCC[C@H](C)O2 | -25.9 | 6.8 | 1.0 | 0.8 | 2.1 | -3.2 | 0.0 | -0.2
O=C(C[C@@H]1C[C@H]2c3cc(NC(=O)C4CCC4)ccc3O[C@H]2[C@@H](CO)O1)NCC1CC1 | -2.6 | 1.8 | -2.3 | -1.4 | 6.0 | 2.8 | -0.3 | -2.3
CO[C@@H]1CN(C)C(=O)c2ccc(NC(=O)C3CCC3)cc2OC[C@H](C)N(C(=O)NC(C)C)C[C@@H]1C | -7.8 | 2.8 | -2.1 | -3.1 | 1.6 | -5.0 | 0.0 | -0.5
CN1CCN(c2ccc(CNC(=O)C3Cc4c(-c5ccc6c(c5)OCO6)ccnc4O3)cc2)CC1 (stereo unspecified) | 24.7 | 3.6 | -2.5 | -6.0 | 29.1 | . | -0.1 | 79.6*
Cc1ccc(CN(C(=O)COc2ccc([N+](=O)[O-])cc2)C2CCS(=O)(=O)C2)o1 (stereo unspecified) | -9.4 | -5.6 | -2.1 | 4.3 | -11.5 | 1.4 | 0.0 | 0.7
O=C(Nc1ncc2c(n1)-c1ccccc1OC2)c1ccc(F)cc1 | -14.4 | -8.1 | 1.6 | 12.3 | -0.4 | -10.5 | 2.6 | -1.7
COc1ccc(N/C=C/C(=O)c2ccccc2)cc1 | -12.8 | -52.8 | -0.7 | -8.9 | 13.6 | 4.1 | . | -1.2
Cc1ccc(O)c(CNc2ccccn2)c1 | . | 64.1* | -2.4 | . | -1.2 | 0.3 | . | .
CC(C)N1CCc2c(sc(NC(=O)c3ccco3)c2C(N)=O)C1 | -39.7 | 0.7 | -0.1 | -6.4 | 30.5 | 1.7 | -0.8 | -4.7
C[C@H](CO)N1C[C@H](C)[C@H](CN(C)C(=O)NC2CCCCC2)Oc2c(NC(=O)C3CCOCC3)cccc2C1=O | 18.7 | -0.7 | 1.5 | 3.3 | -11.3 | -7.6 | 0.1 | -0.9
COC(=O)c1cc(S(=O)(=O)Nc2nn(C)c3ccccc23)oc1C | -18.2 | -4.4 | 0.1 | 2.2 | -9.0 | 2.2 | . | 0.6
Nc1ccc(-c2nnc(-c3ccccc3)o2)cc1 | -26.3 | 7.8 | -4.5 | 0.5 | -4.3 | 20.0 | . | -2.0
COC(=O)[C@]1(Cc2ccccc2)N[C@H](CN(C)C(=O)c2ccc(F)cc2)[C@@H]2C(=O)N(Cc3ccccc3)C(=O)[C@@H]21 | -14.2 | 2.4 | 1.1 | 2.6 | -10.3 | 0.8 | . | 8.7
CCOC(=O)C1C2C=CC3(CN(Cc4ccccc4)C(=O)C13)O2 (stereo unspecified) | 9.9 | 3.8 | 4.2 | -4.1 | 1.0 | -3.5 | 1.6 | -9.4
CC(C)Oc1cccc(NC(=O)C2(C)CCCN2C(=O)C(C)C)c1 (stereo unspecified) | -3.4 | 6.3 | 2.9 | 1.9 | 4.0 | . | 0.0 | 1.6
CCN1C(=O)C(CC(=O)Nc2ccc(OC)cc2)N(Cc2cccs2)C1=S (stereo unspecified) | 3.0 | 1.0 | . | 1.9 | . | -2.7 | . | 1.1
CC(C)NC(=O)NCC[C@@H]1CC[C@H](NS(=O)(=O)c2ccccc2)[C@@H](CO)O1 | 1.9 | . | . | -0.8 | . | . | -0.3 | 0.4
CCc1nn(CC(=O)NCCCN2CCN(C)CC2)c(=O)c2cc3sc(C)cc3n12 | -1.4 | 4.1 | -3.9 | 6.8 | 4.7 | 4.1 | 3.1 | -33.4
COc1cc(-c2nc(-c3ccncc3)no2)cc(OC)c1OC | . | -0.2 | 4.1 | . | -2.6 | -10.1 | . | .
Cc1cc(=O)oc2cc(OCc3cc4c(cc3Cl)OCO4)ccc12 | . | -7.1 | -8.2 | . | 2.4 | 5.6 | . | .
Cc1cc(C)c(OCC(=O)OC(C)C(=O)NC2CC2)c(C)c1 (stereo unspecified) | -15.9 | -1.6 | 1.7 | 12.4 | -3.8 | -5.3 | -0.1 | 0.6
CC(CCl)n1c(=O)c2ccccc2n1S(C)(=O)=O (stereo unspecified) | -10.7 | . | . | -1.9 | . | . | -0.1 | -0.3
CCc1nc2ccc(C(=O)N3CCN(S(=O)(=O)CC)CC3)cn2c1N(C=O)CCC(C)C | -15.6 | 0.1 | 2.1 | 2.6 | -6.3 | . | -0.1 | -6.9
CC(C)CCOc1ccc(/C=C2\CCn3c2nc2cc(C(=O)O)ccc2c3=O)cc1 | -51.1 | 4.3 | . | 0.0 | . | -5.2 | -0.1 | 7.5

Compound activity (PubChem BioAssay)

Random draw from the library; any-hit rate near 3.2%.
